Bioassay records: PubChem BioAssay, National Center for Advancing Translational Sciences (NCATS)
LDHA inh = LDHA (human) enzyme inhibition | P00338 | purified LDHA, NADH/diaphorase-resazurin fluorescence; hits give low values | activity change, % (values are at about 110 or 230 µM) | 480,000 compounds, 0.15% hits | AID 1347041; in the data active = activity change below about -30%; inconclusive = mostly about -25% to -30%;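 also: plate controls were DMSO wells for no effect and wells without enzyme for full effect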
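Remaining NADH was detected by diaphorase (0.133 mg/mL) converting 37 µM resazurin to fluorescent resorufin, read at 0 and 20 minutes. The preceding 5-minute room-temperature reaction used 2 nM LDHA, 0.2 mM sodium pyruvate and 0.06 mM NADH at pH 7.4.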
Pol beta inh = DNA polymerase beta (human) inhibition | Pol beta primer extension/strand displacement, fluorescence kinetic | Potency, µM (titrated, usually from 114 µM), for the others: at the highest dose activity change, negative = inhibition, actives largely listed as inhibitors | 340,000 compounds, 1.3% hits; also: potency is read from the fitted curve at half-maximal effect; % is scaled to controls: 0 for no effect and ±100 for the full control effect
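Curves were derived by four-parameter Hill fits of normalized qHTS data. The kinetic fluorescent primer-extension read was taken at 0 and 10 min after 50 nM substrate, following a 15 min room-temperature preincubation of 10 nM enzyme with compounds.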
POLK inh = inhibitors of human DNA polymerase kappa; Q9UBT6; purified Pol kappa, fluorescent DNA synthesis assay, 10 min; Potency, µM (series often up to 107 µM), for inactives: at the highest dose activity, negative = inhibition, most hits filed as inhibitors; AID 588579; 400,000 compounds, 0.53% hits; also: potency is read from the fitted curve at half-maximal effect; % is scaled to controls: 0 for no effect and ±100 for the full control effect
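Here, compound and 10 nM enzyme are combined for 15 min at room temperature; adding 50 nM substrate (final) starts DNA synthesis, tracked by fluorescence at 0 and 10 min against buffer-only wells.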
APE1 inh = blocks human APE1 abasic DNA cleavage; P27695; recombinant APE1, TAMRA/BHQ-2 abasic DNA cleavage fluorescence; Potency, µM (doses to about 65.8 µM), inactives show top-dose activity change, negative = inhibition, actives largely listed as inhibitors; 350,000 compounds, 0.35% hits; AID 2517;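 also: potency is read from the fitted curve at half-maximal effect; plate controls were vehicle for no effect and reference inhibitor for full effect; nearly all actives have a fitted effect of over 55% in size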
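Measures dequenching upon AP-site incision of a 5'-TAMRA/3'-BHQ-2 THF-containing duplex, 50 nM; human APE1 0.75 nM after 15 min room-temperature exposure to compound; kinetic three-point read at one-minute spacing.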
Pol eta inh = inhibitors of human DNA polymerase eta; 390,000 compounds, 1.2% hits; Potency, µM (series often up to 114 µM), for inactives: at the highest dose activity change, negative = inhibition, actives largely listed as inhibitors; Q9Y253; recombinant Pol eta, fluorescent DNA replication assay; also: potency is read from the fitted curve at half-maximal effect; % is scaled to controls: 0 for no effect and ±100 for the full control effect
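Fluorescent replication assay: 50 nM final substrate added after a 15 min room-temperature compound preincubation with 10 nM enzyme. Signal taken at 0 min and again at 10 min.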
12-LOX inh = blocks human arachidonate 12S-lipoxygenase; purified 12hLO, xylenol orange hydroperoxide absorbance; P18054; AID 1671190; 580,000 compounds, 1.1% hits; Potency, µM (series often up to 108 µM), inactives show at the highest dose activity change, negative = inhibition, actives largely listed as inhibitors; also: potency is read from the fitted curve at half-maximal effect; % is scaled to controls: 0 for no effect and ±100 for the full control effect
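Purified human 12hLO at 150 nM in 25 mM Hepes, 0.01% Triton X-100, pH 7.0, preincubated 15 min at room temperature with compound. Reaction started with 40 uM arachidonic acid, 30 min at room temperature. Hydroperoxide measured by Fe-xylenol orange, 573/405 nm absorbance ratio.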
ERG-DNA inh = inhibitors of human ERG Ets domain-DNA interaction; P11308; fluorescence polarization, His-ERG Ets domain / labelled DNA; Potency, µM (series often up to 76.9 µM), for the others: top-dose FP activity, negative = inhibition, usual class: inhibitors; 370,000 compounds, 0.028% hits; AID 624246; active = well fitted inhibition curve with a large enough effect in the polarisation, with a control signal flat; inconclusive = small, poorly fitted or top-dose-only effect, or effect the other way, or a change in a side signal; inactive = no such curve, though single readings can be large or run the other way; the % refers to the polarisation;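 also: polarization taken with two DNA probes labelled with fluorescein and Texas red; potency is read from the fitted curve at half-maximal effect; % of control where 0% means no effect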
Target sequence (P11308 whole entry, looked up, the tested form may be a part): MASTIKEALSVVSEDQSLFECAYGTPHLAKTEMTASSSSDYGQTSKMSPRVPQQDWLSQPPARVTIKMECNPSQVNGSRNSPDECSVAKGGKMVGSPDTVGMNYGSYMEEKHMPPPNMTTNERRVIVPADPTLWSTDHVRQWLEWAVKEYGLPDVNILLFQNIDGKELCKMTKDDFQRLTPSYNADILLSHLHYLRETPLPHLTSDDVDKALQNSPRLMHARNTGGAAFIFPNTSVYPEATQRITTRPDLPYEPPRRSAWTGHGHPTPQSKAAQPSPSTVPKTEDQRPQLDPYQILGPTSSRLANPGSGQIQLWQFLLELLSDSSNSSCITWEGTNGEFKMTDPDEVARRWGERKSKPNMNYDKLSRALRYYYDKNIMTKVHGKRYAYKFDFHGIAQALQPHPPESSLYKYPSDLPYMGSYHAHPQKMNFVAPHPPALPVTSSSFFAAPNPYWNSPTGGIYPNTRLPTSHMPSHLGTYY
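His-tagged ERG Ets domain (1 uM in the protein solution; 300mM KCl, 50mM Tris-HCl, 1mM EDTA, 1mM DTT, pH 7.5) received compound, then a probe mix of 5 nM fluorescein-DNA and 100nM Texas-615-DNA. Fluorescence polarization was read for both dyes.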
Anesthetic bind = candidate novel general anesthetic via apoferritin binding; P02791; apoferritin/1-aminoanthracene competitive binding, fluorescence; Potency, µM (top dose mostly 77.5 µM), for inactives: at the highest dose activity change, negative = displacement, actives largely listed as inhibitors; 350,000 compounds, 0.074% hits; also: potency is read from the fitted curve at half-maximal effect; % is scaled to controls: 0 for no effect and ±100 for the full control effect; nearly all actives have a fitted effect of over 20% in size
Target sequence (P02791 2-175 limits assumed): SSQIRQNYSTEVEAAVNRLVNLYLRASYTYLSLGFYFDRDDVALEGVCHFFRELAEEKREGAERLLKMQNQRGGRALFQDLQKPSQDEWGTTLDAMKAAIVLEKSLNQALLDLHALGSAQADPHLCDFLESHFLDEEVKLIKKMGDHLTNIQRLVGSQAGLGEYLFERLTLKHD
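Read-out: endpoint 1-AMA fluorescence, excitation 380 nm and emission 535 nm, after compounds sit 10 min at room temperature with 10 uM horse-spleen apoferritin in 50% saturated 1-AMA/PBS. Values come from four-parameter Hill fits.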
RGS4 inhibitor = blocks human RGS4-accelerated GTP hydrolysis; P49798; Transcreener GDP fluorescence polarization, RGS4-accelerated GTP hydrolysis; Potency, µM (series often up to 114 µM), for inactives: at the highest dose activity change, negative = inhibition, usual class: inhibitors; 390,000 compounds, 0.039% hits; also: potency is read from the fitted curve at half-maximal effect; % is scaled to controls: 0 for no effect and ±100 for the full control effect; nearly all actives have a fitted effect of over 75% in size; some results filed as inactive show a strong effect at the top dose
Target sequence (P49798 whole entry, looked up): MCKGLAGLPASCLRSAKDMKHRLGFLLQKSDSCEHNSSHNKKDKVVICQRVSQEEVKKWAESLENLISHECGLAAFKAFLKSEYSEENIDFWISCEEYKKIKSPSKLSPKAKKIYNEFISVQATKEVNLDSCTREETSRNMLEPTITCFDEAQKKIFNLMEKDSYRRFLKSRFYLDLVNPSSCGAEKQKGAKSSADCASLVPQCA
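MLSMR compounds (23 nl, pin-transferred) preincubated 10 min at room temperature with a 500nM (2x) first reagent, then RGS4 at 900nM (2x) plus Transcreener GDP mix added; fluorescence polarization (620/688 nm) read before and after 90 min at 30 °C.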
* marks the source's active call; other numbers are inactive results; u = inconclusive; x = not tested or not shown; [ ] = another dose, or the depositor's remark. Unless noted, calls follow the shape of the dose curve; as a rule, active = well fitted curve in the direction sought with a large enough effect; inconclusive = small, poorly fitted or top-dose-only effect, or another doubt; inactive = no such curve, though single readings can be large; an effect the other way counts as inactive or inconclusive. Only part of the results is shown; rates above refer to the full screens.

compound,LDHA inh,Pol beta inh,POLK inh,APE1 inh,Pol eta inh,12-LOX inh,ERG-DNA inh,Anesthetic bind,RGS4 inhibitor
COc1ccc(CNC(=O)Cn2nc(-c3ccc4c(c3)OCCO4)ccc2=O)cc1,-3,12%,-8%,-4%,-5%,6%,-2%,u,2%
CCCCCn1c(=O)[nH]c2cc(C(=O)Nc3cc(C)cc(C)c3)ccc2c1=O,-12,14%,-9%,x,-6%,-25%,6%,-3%,-6%
CC1CC1C(=O)OCC(=O)Nc1ccc(S(=O)(=O)N2CCOCC2)cc1 (centres undefined),-2,x,-14%,49%,-21%,367%[activator],43%[activator],x,-8%
COc1cc(OC)cc(C(=O)NC(C(=O)NNC(=O)c2cc(Cl)ccc2OC)C(C)C)c1 (centres undefined),0,x,-5%,47%[activator],-20%,193%[activator],1%,x,-11%
CCC1(c2ccccc2)NC(=O)N(CC(=O)Nc2ccc(S(=O)(=O)Nc3ncccn3)cc2)C1=O (centres undefined),-4,x,-18%,11%,-13%,-10%,2%,x,0%
O=C(C1=C(O)C(=O)N(c2ncccn2)C1c1cccs1)c1ccco1 (centres undefined),-4,u,-27%,-6%,79µM*,u,6%,33%[activator],-26%
Cc1ccc(NC(=O)NN2CCOCC2)cc1,-8,6%,5%,19%,-5%,-3%,1%,-7%,3%
CN(C)S(=O)(=O)c1ccc(C(=O)OCC(=O)Nc2cccnc2Cl)cc1,-8,0%,-9%,-4%,-1%,-11%,6%,-4%,0%
CCOC(=O)c1sc2ccccc2c1S(=O)(=O)N1CCN(c2cccc(C)c2)C(C)C1 (centres undefined),-8,2%,-2%,x,-13%,-17%,8%,-6%,-17%
COc1ccc(-n2c(COc3cccc4ccccc34)nnc2SCC#N)cc1,-2,20%,-7%,-5%,-11%,3%,0%,3%,-24%[11.4 µM]
O=C(O)c1ccccc1NC(=O)N1CCOCC1,-3,19%,-12%,26%,-11%,-37%,-12%,0%,-13%
CCOc1ccc(OCCOC(=O)CN(C)S(=O)(=O)c2ccc(NC(C)=O)cc2)cc1,3,x,-1%,0%,u,-24%,-1%,x,-21%
COc1ccc(OC)c(N(CC(=O)N2CCN(Cc3ccccc3)CC2)S(C)(=O)=O)c1,-4,21%,-4%,44%,-14%,0%,9%,-5%,-2%
O=C(/C=C\N1CCOCC1)c1ccc(Br)cc1,-2,0%,1%,24%,-8%,u,5%,-14%,-24%
Cc1ccc(-c2cnn(-c3cccc([N+](=O)[O-])c3)c2N)cc1,0,-13%,-4%,8%,-15%,-13%,-2%,-17%,6%
O=C1C(Cl)=C(Nc2ccc(F)cc2)C(=O)N1CCc1ccccc1,-14,18%,-16%,13%,-10%,-11%,7%,52%[activator],-10%
Cc1ccc(/C(O)=C2/C(=O)C(=O)OC2c2ccc(Cl)cc2)cc1 (centres undefined),5,2%,-12%,-4%,-24%,u,x,-15%,-19%
O=C(CSc1ccccc1)NNC(=O)c1ccncc1,-14,x,1%,6%,5%,10%,-1%,x,9%
COC(F)(C(=O)Nc1ccc2c(c1)C(=O)NC2=O)C(F)(F)F (centres undefined),-3,6%,-21%,-3%,1%,0%,-4%,-4%,2%
C/C(=N\NC(=O)CN(c1ccccc1Br)S(C)(=O)=O)c1cccs1,-5,8%,-4%,0%,-18%,14%,-2%,-5%,u
O=C(COC(=O)C12CC3CC(CC(Br)(C3)C1)C2)NNC(=O)c1ccccc1,-1,x,0%,-9%,-11%,11%,-11%,x,-1%
CC(C)CCNC(=O)CN(C(=O)CCC(=O)Nc1ccccn1)c1ccc2c(c1)OCCO2,4,13%,-8%,11%,8%,-4%,1%,-4%,0%
O=C(NS(=O)(=O)Oc1ccc(F)c(Cl)c1)OC[C@@H]1CCCN2CCCCC12 (some centres undefined),-3,30%,-2%,0%,-15%,-4%,4%,-4%,7%
CC(C)c1ccc(-c2nc(C(N)=O)c3c(n2)n(-c2ccc4c(c2)OCO4)c(=O)n3C)cc1,1,-26%,3%[60.1 µM],x,-11%,0%,5%,-17%,-21%
O=C(C[C@@H]1C/C=C\C[C@H](Cc2ccc(F)cc2)C(=O)OC[C@@H](c2ccccc2)NC1=O)NCCO,-10,x,-16%,4%,-9%,28%,2%,x,25%
CN(C)S(=O)(=O)N1CCC(Oc2cccc(C(=O)N3CCSCC3)c2)CC1,-1,25%,2%,-5%,-15%,8%,1%,-4%,3%
N#C/C(=C\c1c(Oc2ccccc2F)nc2ccccn2c1=O)C(=O)NC1CCS(=O)(=O)C1 (centres undefined),-8,9%,-3%,34%,-1%,u,-3%,210%[activator],-8%
Cc1ccc(S(=O)(=O)c2c(Nc3cc(F)ccc3F)sc(C(=O)c3ccc(F)cc3)c2N)cc1,-8,3%,-3%,x,-29%,-25%,1%,35%[activator],2%
COCCn1c(SCC(=O)Nc2ccc(F)cc2)nc2ccccc2c1=O,-1,4%,-4%,38%,-15%,0%,-9%,-2%,-6%
CC1=Nc2ccc(Br)cc2C(c2ccccc2)N1CC(=O)NN (centres undefined),-10,-12%,3%,-4%,-9%,1%,0%,-16%,0%
C/C(=N\NC(=O)c1ccc(Cl)cc1)c1cccs1,4,-15%,4%,-2%,-17%,15%,-2%,-9%,-21%
Cc1cccc(N(CC(=O)N2CCN(c3ccccc3F)CC2)S(C)(=O)=O)c1,0,-3%,-7%,0%,1%,-10%,12%,-9%,20%
COCCn1c(N)c(Sc2ccc(C)cc2)c(=O)[nH]c1=O,-1,-8%,-3%,37%,-5%,-12%,2%,4%,-2%
CC(=O)c1ccc(NC(=O)c2ccccc2Sc2ncnc3sc(C)c(C)c23)cc1,-16,33%,-5%,-5%,-10%,u,8%,-4%,-3%
O=C(C1=C[C@H](c2ccccc2)C[C@H](OCc2ccc(CO)cc2)O1)N1CCN(Cc2ccccc2)CC1,-2,u,u,-1%,u,-8%,3%,-7%,-7%
CC(C)C(C(=O)NCC1CCCO1)N(C(=O)CNS(=O)(=O)c1ccc(F)cc1)c1ccccc1 (centres undefined),-3,24%,2%,52%[activator],-6%,-9%,1%,-7%,5%
COc1ccccc1Nc1nc(C)cc(=O)[nH]1,-2,-6%,-1%,-1%,3%,-10%,x,0%,-19%
COc1ccc(C(=O)NC(=S)Nc2cccnc2)cc1[N+](=O)[O-],-3,22%,-20%,-1%,-2%,-11%,-11%,-1%,-42%
O=C(NCCCN1CCOCC1)c1cccc(S(=O)(=O)N2CCOCC2)c1,-7,x,-4%,40%,-10%,296%[activator],5%,x,-9%
CCC(=O)Nc1ccc(-c2nnc(SCC(=O)Nc3nccs3)n2C)cc1,-13,1%,-9%,-2%,6%,-8%,-8%,-8%,10%
O=C(c1ccc(Cl)c([N+](=O)[O-])c1)N(Cc1cccc(Cl)c1)C1CCS(=O)(=O)C1 (centres undefined),0,14%,-14%,7%,-9%,12%,4%,6%,4%
CCN(CC)CCn1c(NCc2ccccn2)nc2ccccc21,1,-14%,-10%,23%,-4%,-13%,-1%,-17%,-34%
CC(=O)Nc1ccc(N2C(=O)CSC2c2c(F)cccc2Cl)cc1 (centres undefined),0,23%,2%,2%,-11%,0%,0%,u,-14%
CCOc1ccc(-c2cc3c(=O)n(CC(=O)NCc4ccc(Cl)cc4)ccn3n2)cc1,2,0%,-14%[60.1 µM],x,x,u,-1%,47%[activator],21%
COc1cc(NC(=O)Nc2ccccc2)c(OC)cc1NC(=O)CN1CCCCC1,6,3%,0%,15%,-21%,-5%,-6%,u,10%
C=C1CCN(c2ccc(C(=O)NCc3ccc(C)cc3)cc2[N+](=O)[O-])CC1,-3,48%,-27%,-2%,u,4%,-9%,u,-1%
CC(=O)c1cccc(NC(=O)CCn2c(=O)oc3ccccc32)c1,-9,55%,-7%,4%,-9%,2%,1%,0%,5%
O=C(CCC1CCCCC1)Nc1ccc(C(=O)c2ccncc2)cc1,-9,-10%,-5%,-2%,-8%,-7%,9%,u,-41%
CN(CC(=O)Nc1ccccc1C(=O)NC1CC1)Cc1ccc(Cl)s1,2,x,11%,47%[activator],-5%,-3%,-6%,x,-24%
CC(C)CC(=O)NC(=S)Nc1cccc2nsnc12,16,33%,3%,-10%,-16%,-3%,-1%,-17%,-32%
Cn1c(=O)c(C(=O)O)nn(-c2ccccc2)c1=O,-2,29%,3%,x,-14%,0%,-16%,-10%,9%
Cc1cccc(Cn2nc(-n3cccc3)c3c(C)cc(C)nc32)c1,1,36%,-6%,13%,-24%,2%,-1%,-7%,2%
COC(=O)c1cc2n(n1)CCN(Cc1ccc(C)cc1)C2=O,-5,1%,-3%,1%,u,129%[activator],-6%,-5%,-11%[11.4 µM]
CCCCN(CCCC)CCCNC(=O)c1ccc2nc(N3CCCCC3)sc2c1,-2,12%,11%,x,-16%,-7%,-2%,-5%,15%
COc1ccc(C(=O)OCC(=O)NC2CCCCCC2)cc1OC,-10,x,-15%,6%,8%,-13%,1%,x,0%
OCCCn1c(-c2ccccc2)csc1=Nc1ccccc1,1,-21%,0%,1%,-25%,-22%,-6%,-16%,-13%
